Screens: PubChem BioAssay, several laboratories
hiPSC survival – hiPSC single-cell survival enhancement; ATPlite luminescence; 100% = ROCK inhibitor wells, 0% = DMSO; hit rate 0.044% among 360,000; survival enhancement, % at 20 µM; AID 602274; in the data active = survival enhancement above about 18%;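 note: cells exposed to compounds for 16 hours before the ATP read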
CaV13 ICDI inh – Disruptors of the CACNA1D IQ motif to Ca2+-dependent inactivation inhibitor domain association, primary screening, Förster resonance energy transfer in intact living …; HEK cells, CFP/YFP FRET ICDI-IQ, plate reader, 10 min; percent FRET-ratio fall versus neutral wells; inhibition, % at 12.3 µM; hit rate 0.098% among 340,000;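 active = mean replicate inhibition of at least 30% and at least 1% of replicates passing that level; inconclusive = only one of the two criteria is met; inactive = neither criterion is met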;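 note: 0% = median of the neutral control wells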
H9c2 protect – protects H9c2 cardiomyocytes from peroxide injury; H2O2 injury protection, ATPLite, 2 h; protection from H2O2 cell death, % at 20 µM; hit rate 0.63% among 360,000; AID 588492;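 active = compounds giving at least 50% protection of heart cells from peroxide-induced death in the single-dose screen, raw or plate-pattern-corrected value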;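 note: 0% = DMSO wells with peroxide and 100% = DMSO wells without peroxide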
PDI inh – PDI (human) enzyme inhibition; P07237; hit rate 0.052% among 350,000; AID 588391; PDI insulin aggregation turbidity, A650, 90 min; inhibition, % at 10 µM;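 active = mean inhibition across replicates of 30% or more, whatever share of single replicates reach that level; inconclusive = mean inhibition below 30% while every single replicate reaches 30%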;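 note: absorbance from insulin aggregation driven by PDI reduction with DTT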
TRPM1 prom inh – inhibitors of MITF-driven TRPM1 promoter in melanoma cells | hit rate 0.83% among 330,000 | inhibition, % at 12.5 µM | AID 488899 | SK-MEL-5 TRPM1 promoter luciferase, 24 h;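 active = mean inhibition across replicates of 60% or more, whatever share of single replicates reaches that level; inconclusive = some that reach 60%, reason not given; inactive = mean inhibition across replicates below 60%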; note: values of inactives mirror those of a sister screen read the other way
Shn3 inh set2 – Schnurri-3 reporter inhibition in Clone20 osteoblasts; Clone20 osteoblast Shn3 3'UTR firefly luciferase, 24 h; inhibition, % at 12.5 µM; hit rate 0.52% among 360,000; AID 588674;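 active = mean inhibition of at least 75% with every replicate also reaching 75%; inconclusive = mean inhibition at least 75% but some replicate below; inactive = mean inhibition below 75%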;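 note: 0% = median of neutral control wells and 100% = pilot-screen positive control compound; some compounds past the cut are filed as inactive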
HTR2A ag – activates the mouse 5-HT2A serotonin receptor | activation, % at 7.6 µM | CHO-K1 mHTR2A beta-arrestin complementation, luminescence; percent of 30 µM serotonin response | hit rate 0.66% among 360,000 | P35363 | AID 624169;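 active = activation above a run cutoff, the mean activation of all tested compounds plus 3 SD, cut at about 14% in these data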;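 note: 0% = plate median of compound wells and 100% = 30 µM serotonin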
Target sequence (P35363 whole entry, looked up): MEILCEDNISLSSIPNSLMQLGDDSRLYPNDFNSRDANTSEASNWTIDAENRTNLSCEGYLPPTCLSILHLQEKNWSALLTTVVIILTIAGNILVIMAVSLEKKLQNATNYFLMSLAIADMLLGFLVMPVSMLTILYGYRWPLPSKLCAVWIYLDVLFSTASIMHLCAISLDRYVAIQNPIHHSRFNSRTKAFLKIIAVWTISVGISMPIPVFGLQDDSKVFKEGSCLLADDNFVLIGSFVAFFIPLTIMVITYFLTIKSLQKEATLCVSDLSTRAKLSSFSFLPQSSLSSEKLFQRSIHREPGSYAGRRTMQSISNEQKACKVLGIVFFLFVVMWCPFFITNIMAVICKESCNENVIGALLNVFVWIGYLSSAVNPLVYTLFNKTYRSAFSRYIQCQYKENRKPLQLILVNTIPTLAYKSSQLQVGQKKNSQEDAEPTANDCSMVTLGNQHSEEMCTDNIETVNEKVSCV
Peg3 prom inh – inhibitors of Peg3 promoter | HeLa PEG-Prom luciferase reporter, luminescence, overnight | inhibition, % at 20 µM | hit rate 1.7% among 360,000 | AID 588405;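 active = inhibition of at least 50% at 20 µM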
HIF-2a inh – blocks HIF-2a reporter activity; 786-0 RCC cells HIF-2a reporter, luciferase luminescence, overnight; inhibition, % at 18.8 µM; hit rate 0.72% among 360,000;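 active = inhibition of the luminescence signal of 40% or more relative to plate controls, in a single-dose primary screen at 18.75 µM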
NR2E3 ag-1 – human photoreceptor-specific nuclear receptor agonism | Q9Y5X4 | CHO-S Gal4-NCOR/VP16-NR2E3 two-hybrid, luciferase | inhibition of corepressor binding, % at 3.98 µM | hit rate 0.35% among 360,000 | AID 602229;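 active = inhibition above the mean of all tested compounds plus 3 SD, cut at about 70% in these data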;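 note: 0% = DMSO with NR2E3 transfected cells and 100% = cells lacking NR2E3 construct; higher means lower luciferase signal from less NR2E3 corepressor binding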
Target sequence (Q9Y5X4 whole entry, looked up, the tested form may be a part): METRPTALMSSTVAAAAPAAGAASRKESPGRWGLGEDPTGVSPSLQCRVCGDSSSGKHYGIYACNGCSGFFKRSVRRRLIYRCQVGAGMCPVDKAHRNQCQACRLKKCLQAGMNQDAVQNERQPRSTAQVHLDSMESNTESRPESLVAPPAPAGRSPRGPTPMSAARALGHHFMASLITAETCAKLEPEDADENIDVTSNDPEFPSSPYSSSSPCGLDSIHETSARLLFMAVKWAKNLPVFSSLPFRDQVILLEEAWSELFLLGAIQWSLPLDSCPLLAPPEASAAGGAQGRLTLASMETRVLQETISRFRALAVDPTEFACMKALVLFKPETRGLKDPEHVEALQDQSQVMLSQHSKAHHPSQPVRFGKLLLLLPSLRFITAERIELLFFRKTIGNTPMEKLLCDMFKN
NR2E3 ag-2 – NR2E3 (human) agonism. hit rate 0.12% among 320,000. GST-NR2E3/biotin-RetCOR TR-FRET, 1536-well. AID 2300. inhibition of corepressor binding, % at 4.78 µM;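 active = percent inhibition above the cutoff of mean plus 3 SD of all tested compounds, set per screening campaign, cut at about 20% in these data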;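 note: 0% = DMSO wells and 100% = biotin wells as full block of FRET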
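System: GST-tagged NR2E3 plus biotinylated RetCOR corepressor; Amount: 1.35 nM GST-tagged NR2E3 final; Dosing: single nominal compound dose of 4.8 µM; Schedule: 5 h incubation at 4 °C; Technique: TR-FRET with europium anti-GST and streptavidin-D2, 340 nm excitation; Controls: biotin wells as high control, 0.6% DMSO wells as low control.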
Active calls of the source: *; ? = inconclusive; / = no result given.

structure | hiPSC survival | CaV13 ICDI inh | H9c2 protect | PDI inh | TRPM1 prom inh | Shn3 inh set2 | HTR2A ag | Peg3 prom inh | HIF-2a inh | NR2E3 ag-1 | NR2E3 ag-2
Cc1ccc2nc(-c3ccc(SCC(=O)Nc4ccc5c(c4)OCCO5)nc3)[nH]c2c1 | -1.9 | -7 | -10 | -6 | -83 | -70 | 0 | -458 | -207 | -27 | -1
O=C1COc2ccc(S(=O)(=O)Nc3cccc(Cl)c3)cc2N1 | -0.4 | -8 | 1 | 3 | -3 | 0 | -1 | 9 | 4 | -1 | -1
Cc1ccc(NC(=O)CS(=O)CC(=O)N(CC(=O)NC(C)(C)C)c2cccc(C)c2C)cc1 (centres undefined) | -0.7 | -5 | 0 | 8 | -2 | -5 | -7 | 2 | 13 | -20 | 5
Cn1c(CCNS(=O)(=O)c2ccccc2)nc2cc([N+](=O)[O-])ccc21 | -0.4 | -2 | 1 | 4 | 1 | 4 | 5 | 16 | 6 | -8 | 0
O=C(NCc1cc(C(F)(F)F)ccc1Cl)c1cccc2c1C(=O)c1ccc(N3CCC(Cc4ccccc4)CC3)cc1S2(=O)=O | -2.0 | / | 3 | -5 | -4 | -1 | 3 | 3 | 4 | 2 | /
CC(=O)c1c(C)[nH]c(C(=O)CSc2nnc3ccccn23)c1C | 1.1 | -15 | 4 | 0 | -1 | -7 | 3 | -19 | -28 | -21 | -2
CC(=O)c1cccc(NC(=O)CSc2nnc(-c3ccncc3)o2)c1 | 1.1 | -7 | 4 | -8 | -3 | -2 | 1 | 2 | -14 | -13 | 2
CCOC(=O)c1sc2nc3n(c(=O)c2c1C)CCCCC3 | -0.3 | 1 | -4 | -5 | -90 | -53 | -1 | -307 | -253 | -127 | -6
CC(C)C(=O)Nc1cccc(C(=O)Nc2ccccc2C(=O)O)c1 | -1.2 | -4 | -12 | -2 | -3 | 17 | 2 | 12 | 17 | -36 | 6
Cc1ccc(NC(=S)N2CCOCC2)cc1 | 0.2 | -15 | -2 | 3 | 1 | -21 | 1 | -13 | -17 | -12 | 2
O=C1c2ccccc2C(=O)N1Nc1ccc([N+](=O)[O-])cc1[N+](=O)[O-] | -0.2 | -2 | -1 | 0 | 4 | 12 | -10 | 15 | 11 | -13 | -4
COc1ccc(-c2cc(=O)oc3cc(OCC(=O)N4CCOCC4)ccc23)cc1 | 0.3 | -2 | 6 | -3 | 2 | 18 | 4 | 7 | 21 | -22 | 0
Cc1cc(OCCCN2CCC(C(O)(c3ccccc3)c3ccccc3)CC2)ccc1Br | -0.6 | -5 | / | / | / | / | -5 | / | -7 | 5 | /
CCOC(=O)c1c(NC(=O)COC)sc(C(C)=O)c1C | -1.0 | -8 | 0 | -3 | 8 | -6 | 13 | 9 | -26 | 1 | 9
CCCCn1nc2cc(C(=O)N(CC)c3ccc(OC)cc3)ccc2c1OCC | 6.3 | -5 | 2 | -1 | -25 | 5 | -4 | 0 | 0 | -12 | 3
O=C(CSc1ncccc1C(=O)O)Nc1ccc2c(c1)OCCO2 | -0.2 | -2 | 1 | 3 | -9 | 3 | -3 | 13 | 14 | 66 | -4
Cc1cc(OCC(=O)N2CCN(c3cccc(Cl)c3)CC2)c2c(C)c(C)c(=O)oc2c1 | 0.0 | -7 | -9 | 1 | -5 | 2 | 6 | 27 | 6 | 12 | -1
O=S(=O)(/C=C/c1ccccc1)Nc1cccc(S(=O)(=O)NC2=NCCC2)c1 | -0.8 | -5 | 9 | -2 | 0 | 7 | 2 | 20 | 8 | -40 | 0
Cc1cccc(CC(=O)NCCN2CCCCC2)c1 | 0.0 | -11 | 4 | 6 | 11 | 11 | 4 | 4 | 21 | -18 | 2
CCCCCC(=O)N[C@@H](c1ccccc1)[C@@H](O)C(=O)O[C@H]1C[C@@]2(O)[C@@H](OC(=O)c3ccccc3)C3[C@](C)(C(=O)[C@H](OC(C)=O)C(=C1C)C2(C)C)[C@@H](O)C[C@H]1OC[C@@]31OC(C)=O (some centres undefined) | -2.5 | / | -2 | / | / | 17 | -4 | 38 | 23 | -29 | 2

Additional entries follow:
structure | hiPSC survival | CaV13 ICDI inh | H9c2 protect | PDI inh | TRPM1 prom inh | Shn3 inh set2 | HTR2A ag | Peg3 prom inh | HIF-2a inh | NR2E3 ag-1 | NR2E3 ag-2
Brc1ccc(-c2nnc(-c3ccc4c(c3)OCO4)o2)o1 | -0.8 | -9 | -13 | -2 | -34 | -11 | -4 | -243 | -317 | -101 | -6
O=C1c2ccccc2C(Nc2cccc(C(F)(F)F)c2)N1Cc1ccco1 (centres undefined) | 11 | -5 | -18 | 2 | -2 | 45 | -1 | 24 | 28 | 31 | 1
O=C(O)c1ccccc1Cc1ccc(F)c2ccccc12 | 0.0 | -6 | -3 | ? | / | -1 | 0 | -37 | 1 | -19 | /
Cc1ccc(CN2CC(C(=O)N3CCN(S(=O)(=O)c4cc(C)ccc4C)CC3)CC2=O)cc1 (centres undefined) | 0.6 | -6 | 0 | 3 | 2 | 11 | 7 | 6 | 18 | 2 | 3
CCN(CC)c1nc(C#N)nc(N(CC)CC)n1 | 0.7 | -6 | -4 | -12 | -9 | -2 | -1 | 4 | 17 | -5 | /
COCCCN1C(=O)C(=O)/C(=C(/O)c2ccc(S(=O)(=O)N3CCOCC3)cc2)C1c1ccc(C)cc1 (centres undefined) | 2.5 | -4 | 3 | 5 | 1 | 3 | 18* | -9 | 10 | -32 | 7
O=C1CCCc2c1cc(C(=O)Nc1ccc(Cl)cn1)c(=O)n2-c1ccccc1 | -1.9 | -5 | 12 | 2 | -10 | 1 | 1 | 16 | 13 | -32 | 0
COc1ccc(CCNC(=O)C2c3ccccc3C(=O)N2CCC(C)C)cc1OC (centres undefined) | -0.4 | -5 | 2 | 10 | 3 | 13 | 6 | -12 | 12 | -28 | -1
O=S(=O)(c1ccc(NC(=S)N/N=C/c2c3ccccc3cc3ccccc23)cc1)N1CCOCC1 | 3.0 | -6 | 2 | 3 | 38 | 45 | 0 | -44 | -62 | -16 | 0
O=C1/C(=C\c2ccc([N+](=O)[O-])cc2)CS(=O)(=O)C/C1=C/c1ccc([N+](=O)[O-])cc1 | 16 | -6 | -19 | 1 | 106* | 96* | -2 | 100* | 93* | 69 | /
OCc1cc(CO)c(O)c(CCc2ccccc2)n1 | 0.1 | -2 | 6 | -1 | -3 | -13 | 1 | 13 | -7 | -16 | 5
c1ccc(-c2nnc(N3CCOCC3)nc2-c2ccccc2)cc1 | -1.3 | -5 | -8 | 0 | -1 | -3 | 1 | 0 | 19 | 0 | 5
O=[N+]([O-])CC(c1ccccc1)P(=O)(c1ccccc1)c1ccccc1 (centres undefined) | -0.6 | -19 | 2 | -18 | 4 | 4 | 1 | 25 | 14 | 3 | 0
CCOc1cc(NC(=S)NCCCN2CCOCC2)c(OCC)cc1NC(=O)c1cccc(F)c1 | -0.5 | -2 | -4 | 7 | 0 | -32 | 2 | 15 | 17 | -6 | 2
Cc1ccc(S(=O)(=O)N2CCOCC2)cc1C(=O)N(C)CCOc1ccc(Cl)cc1 | 0.2 | -7 | -9 | 2 | 14 | 29 | -3 | 10 | 9 | 11 | 0
CCOC(=O)c1cccc(NC(=O)CCn2nc(C)c(S(=O)(=O)N3CCCCC3)c2C)c1 | -0.1 | -3 | 2 | 6 | 10 | 0 | -1 | 5 | 0 | -17 | 2
O=C(c1cccc(S(=O)(=O)NCc2ccc3c(c2)OCO3)c1)N1CCCC1 | 5.6 | -5 | 4 | -4 | -3 | -13 | 9 | 15 | 9 | -9 | -1
CCCCn1c(=O)[nH]c2nc3cc(N)ccc3nc2c1=O | 0.0 | -67 | 12 | -19 | -39 | -63 | -2 | -139 | -179 | -28 | -4
COCCn1c(C)cc(C(=O)COC(=O)CCN2C(=O)c3ccccc3C2=O)c1C | -1.9 | -5 | 10 | 4 | -4 | 23 | 3 | -10 | -10 | -5 | 0
O=C(COC(=O)c1ccc(Cl)c([N+](=O)[O-])c1)NC1CCCC1 | -0.4 | -4 | 8 | 8 | 6 | 3 | 2 | 6 | 2 | 0 | 0

Following part:
structure | hiPSC survival | CaV13 ICDI inh | H9c2 protect | PDI inh | TRPM1 prom inh | Shn3 inh set2 | HTR2A ag | Peg3 prom inh | HIF-2a inh | NR2E3 ag-1 | NR2E3 ag-2
CCOc1ccc(NC(=O)CC2C(=O)N(c3ccc(OC)cc3)C(=S)N2Cc2ccccn2)cc1 (centres undefined) | -0.3 | -4 | 0 | -2 | -5 | -59 | 6 | 26 | 5 | -15 | 0
C/C(=N\NC(=O)c1cccc([N+](=O)[O-])c1)c1ccncc1 | -1.0 | -4 | -3 | -1 | -6 | -5 | -3 | 3 | 13 | -28 | -3
CCN(CC(=O)Nc1c(F)cccc1F)C(=O)c1ccc2ncsc2c1 | 0.1 | -6 | 2 | -15 | 5 | -42 | 4 | 3 | 3 | -24 | 2
C=CCNC(=O)CN(Cc1ccccc1)S(=O)(=O)c1ccc(C)cc1 | -0.3 | -2 | 0 | 0 | 9 | -9 | -5 | 7 | 21 | 4 | -1
Cc1cccc(-n2cnc(C(=O)N/N=C/c3ccccc3)c2)n1 | 5.7 | / | 3 | -3 | -46 | -52 | -2 | -83 | -98 | -35 | 6
COc1ccc([N+](=O)[O-])cc1NC(=O)C(C)OC(=O)CSC(C)C(=O)Nc1cc(C)on1 (centres undefined) | -0.4 | -8 | 4 | 0 | 6 | 0 | 6 | -40 | -9 | -34 | -1
CCC(Sc1ncnc2c1nnn2-c1ccc(F)cc1)C(=O)OC (centres undefined) | 2.9 | -5 | -15 | -7 | -2 | -36 | -2 | -97 | -113 | -12 | 2
CCC(CC)c1nnc(NC(=O)CS(=O)(=O)Cc2ccccc2)s1 | -0.6 | 0 | 4 | 1 | -8 | 4 | 1 | 10 | 2 | -25 | -1
CC1CCc2c(sc(NC(=O)c3ccccc3C(=O)O)c2C#N)C1 (centres undefined) | 0.3 | -7 | -5 | 8 | -8 | -17 | 5 | -3 | 13 | 0 | 2
O=C(COc1ccc(Cl)cc1Cl)N(c1ccccn1)C1CCCCC1 | -0.2 | -3 | -13 | 1 | -10 | -7 | -4 | -61 | -86 | 3 | 1
CC(C)CC(NC(N)=O)C(=O)NCc1ccc(Cl)cc1 (centres undefined) | -0.1 | 2 | 5 | 0 | -5 | -2 | -4 | 12 | 11 | -11 | 4
COc1cccc(CN2CC(C(=O)N3CCN(c4ccc(Cl)cc4)CC3)CCC2=O)c1 (centres undefined) | -0.2 | -6 | -6 | 1 | 9 | 13 | 5 | 19 | 17 | 2 | -1
Cc1cc(OC(C)C)c2c(-c3ccccc3)cc(=O)oc2c1 | -0.3 | 0 | -11 | -3 | -5 | -8 | -4 | 30 | 18 | -33 | 1
